Bioassay records deposited in PubChem BioAssay by several laboratories.
Platelet DG rel: inhibitors of platelet dense granule secretion, primary screen, cell-based, MLPCN, human platelets; inhibition, %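 (compounds screened at 7.5 µM in platelet-rich plasma)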; human platelet-rich plasma, SFLLRN dense granule ATP release, luminescence; AID 1663, 2009; actives 0.22% (n = 300,000);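 active = mean replicate score, as percent of positive control, at or above 50; inconclusive = mean below 50 but at least one replicate at or above 50; inactive = mean and every replicate below 50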
DYRK1A inh: rat Dyrk1A kinase inhibitors, primary screen, biochemical, single point, plate reader. ADP-Glo luminescence, NFATc1 peptide. inhibition, % at 12.5 µM. actives 0.43% (n = 310,000). AID 504441, 2011; in the data active = inhibition above about 50%;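 also: plate controls were vehicle with enzyme for no effect and no enzyme for full effect; many of its hits are not listed in these tables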
HSF-1 act: HSF-1 activators, primary screen, NIH3T3-HGL cells, MG132 stress, luminescence, single point; NIH3T3-HGL HSF-1 luciferase reporter, 8 h; 100% = twice DMSO control signal; activation, % at 9 µM; actives 1.7% (n = 300,000);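 active = mean replicate activation of at least 50% with a set share of replicates each reaching 50%; inconclusive = only one of those two conditions met; inactive = mean below 50% and too few replicates reaching it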;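 also: 0% = median of the neutral control wells and 100% = twice that signal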
HSF1 inhib: HSF1 inhibitors in luciferase reporter cells, primary screen, cell-based, NIH3T3, luminescence; NIH3T3-HGL HSE-luciferase, MG132-induced, luminescence 8 h; stronger effect = lower value; activity change, negative = inhibition, % at 7.5 µM (by protocol); actives 0.77% (n = 300,000); AID 2098, 2009;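 active = more than half of replicate wells show activity change below -50%, luminescence cut by over half; inconclusive = some wells, but at most half, below -50%; inactive = no replicate well below -50%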;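 also: luciferase reports HSF-1 transcriptional activity via heat shock element; 0% = median of DMSO wells and -100% = zero luminescence signal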
HSP90 inh: HSP90 inhibitors, primary screen, cell lysate, luminescence; Rabbit reticulocyte lysate, luciferase refolding luminescence, 3 h; inhibition, % at 5.6 µM; actives 0.91% (n = 290,000); AID 1789, 2009;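 active = inhibition above the screen-wide mean plus 3 SD, computed separately per campaign, cut at about 16% in these data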;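 also: 0% = DMSO wells and 100% = 60 µM geldanamycin wells; inhibitors lower the luminescence because luciferase stays unfolded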
PolyA inh: polyadenylation inhibitors in yeast reporter cells, primary screen, luminescence, S. cerevisiae. S. cerevisiae SKY197-pL101 polyadenylation reporter, beta-gal luminescence; efflux-impaired pdr1/pdr3 knockout yeast; score 100 = 6 SD above DMSO. calls only at 12 µM. actives 0.02% (n = 300,000). AID 1875, 2009;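 active = lowest replicate activity score at least 50, where 100 means six control SD above control mean; inconclusive = lowest score under 50 but half or more replicates reach 50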;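 also: yeast exposed to compound for 9 h at 30 °C; higher score means more reporter readthrough which indicates perturbed polyadenylation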
HDAC3 inh: HDAC3 deacetylase inhibitors, primary screen, biochemical, fluorescence, cell-free homogeneous. recombinant HDAC3, fluorogenic peptide/trypsin coupled. inhibition, % at 8.3 µM. actives 0.15% (n = 320,000). AID 2718, 2010; in the data active = inhibition above about 26%, passing the limit was not always enough; inconclusive = no clear call, values can overlap the other calls
Target sequence (O15379 whole entry, looked up): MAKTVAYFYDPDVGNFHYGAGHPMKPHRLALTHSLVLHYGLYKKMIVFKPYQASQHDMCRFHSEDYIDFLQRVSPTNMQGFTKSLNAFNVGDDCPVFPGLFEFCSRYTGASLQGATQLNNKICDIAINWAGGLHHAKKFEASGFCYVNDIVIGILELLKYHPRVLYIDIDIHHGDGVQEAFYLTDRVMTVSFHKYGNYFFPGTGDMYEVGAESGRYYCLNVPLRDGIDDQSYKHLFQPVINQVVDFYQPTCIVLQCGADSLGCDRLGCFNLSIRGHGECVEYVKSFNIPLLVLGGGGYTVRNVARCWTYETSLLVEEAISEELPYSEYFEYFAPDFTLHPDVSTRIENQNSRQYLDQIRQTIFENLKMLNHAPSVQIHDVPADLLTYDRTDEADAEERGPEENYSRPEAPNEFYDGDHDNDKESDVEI
GSK3 alpha inh: blockers of GSK3A enzyme activity – biochemical, luminescence, cell-free homogeneous, HTS, primary screen; Glycogen synthase kinase-3 alpha (Homo sapiens), P49840; GSK-3 alpha kinase, ADP-Glo luminescence, 60 min; inhibition, % at 10 µM; actives 0.1% (n = 320,000);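 in the data active = inhibition above about 50%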;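 also: GST-tagged GSK-3 alpha with peptide substrate and 25 µM ATP; 0% = DMSO neutral wells and 100% = GW8510 positive control wells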
Target sequence (P49840 whole entry, looked up): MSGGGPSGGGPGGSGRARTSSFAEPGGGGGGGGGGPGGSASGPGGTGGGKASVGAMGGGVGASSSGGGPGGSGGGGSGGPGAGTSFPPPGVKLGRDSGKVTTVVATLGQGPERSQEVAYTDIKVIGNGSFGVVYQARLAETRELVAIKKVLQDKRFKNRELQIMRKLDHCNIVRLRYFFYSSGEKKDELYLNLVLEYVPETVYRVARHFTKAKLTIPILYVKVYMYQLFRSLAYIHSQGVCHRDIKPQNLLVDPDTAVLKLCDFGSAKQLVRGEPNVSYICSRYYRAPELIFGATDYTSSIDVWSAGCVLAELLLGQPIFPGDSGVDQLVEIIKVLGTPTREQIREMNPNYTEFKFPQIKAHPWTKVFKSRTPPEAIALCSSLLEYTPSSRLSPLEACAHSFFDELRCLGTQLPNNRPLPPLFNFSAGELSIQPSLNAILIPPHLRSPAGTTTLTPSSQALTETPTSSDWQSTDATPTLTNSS
AI-2 QS modul: Vibrio harveyi AI-2 quorum sensing modulators, primary screen, JMH597 strain, luminescence/OD600 ratio | Vibrio harveyi JMH597 AI-2 luminescence/OD600 ratio, 9 h; stronger effect = lower value; strain lacks LuxN and CqsS sensors; 0 = neutral-control median | activity change, % at 7.5 µM | actives 0.4% (n = 300,000) | AID 2094, 2009; in the data active = activity change below about -75%, passing the limit was not always enough; inconclusive = no clear call, values can overlap the other calls;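 also: luminescence divided by OD600 gain over 9 h not by final OD600 alone; inactives centre near 13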
GSK3B inh: human GSK3beta kinase inhibitors, primary screen, biochemical, cell-free homogeneous, HTS; activity score (negative = inhibition), % at 10 µM; GST-GSK3beta kinase, ADP-Glo luminescence, 60 min; stronger effect = lower value; AID 2097, 2009; actives 0.038% (n = 300,000);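 active = more than half of replicate wells score below -50%, meaning over 50% inhibition versus plate controls; inconclusive = some replicates but at most half score below -50%; inactive = no replicate scores below -50%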;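 also: 0% = median DMSO wells and -100% = median GW8510 positive control wells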
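Test system: GST-fused GSK3beta enzyme, cell-free | Quantity: 1.6 ng GST-GSK3beta enzyme per well | Reagent: 25 µM ATP with peptide substrate | Schedule: 60 min enzyme reaction, room temperature | Signal: Luminescent ADP-Glo measurement of ADP formed | Read-out basis: Score relative to plate controls | Control set: DMSO and 20 µM GW8510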
* hit, by the source's call; i = inactive; u = inconclusive; x = not tested or not shown. A portion of the library; the hit share may differ from the screen's.

The line under a structure holds: Platelet DG rel	DYRK1A inh	HSF-1 act	HSF1 inhib	HSP90 inh	PolyA inh	HDAC3 inh	GSK3 alpha inh	AI-2 QS modul	GSK3B inh
1. CCOC(=O)N1CCN(C(=O)CN(c2cccc(C)c2)S(=O)(=O)c2ccc(C)cc2)CC1
→ -11	5	-14	4	-1	i	8	-1	6	-3
2. CC(Sc1nnc(CC(=O)Nc2ccccc2F)n1C)C(=O)Nc1nccs1 (centres undefined)
→ -2	1	-14	-4	-2	i	-6	7	20	-7
3. Cc1ccc(C(=O)Nn2cnc3ccccc3c2=O)cc1C
→ -7	-1	34	20	-2	i	-1	0	-64	2
4. COc1ccc2oc(=O)c(C(C)=O)cc2c1
→ -4	35	3	0	-2	x	-1	2	-1	-1
5. Cc1ncc([N+](=O)[O-])n1CCOC(=O)NC(NCc1ccccc1)C(Cl)(Cl)Cl (centres undefined)
→ -3	-7	15	8	-2	i	4	-3	22	1
6. O=C(c1ccco1)N1CCN(CC(O)COc2ccc3oc4ccccc4c3c2)CC1 (centres undefined)
→ -5	8	2	0	0	i	-1	-2	5	2
7. Cc1ccc(NC(=O)Cc2nnc(SCC(=O)Nc3nncs3)n2C)cc1
→ -1	2	0	1	-1	i	0	0	7	-2
8. CCc1nn(CC(=O)NCCCN(C)Cc2ccccc2)c(=O)c2cc3sc(C)cc3n12
→ -5	-1	48	23	0	i	0	x	30	-2
9. CCCCNC(=S)N/N=C/C1=CCC2CC1C2(C)C (centres undefined)
→ -6	5	37	20	-2	i	-4	-1	45	1
10. COCCN=C1NC(=O)C(CC(=O)Nc2cccc(Cl)c2C)S1 (centres undefined)
→ 14	-4	11	-2	1	i	2	1	17	5
11. CC1=C(C(=O)OCCBr)C(c2cccc3ccccc23)NC(=O)N1 (centres undefined)
→ -3	-4	10	-3	-7	i	15	4	12	-1
12. Cc1ccc(C(O)CN2C3=NCCCN3c3ccccc32)cc1 (centres undefined)
→ -15	1	2	-9	-4	i	-2	-1	-4	1
13. CCOC(=O)Cc1cc(=O)[nH]c(=O)[nH]1
→ -5	-2	-16	-6	3	i	-1	1	2	-5
14. COc1ccc(CCNC(=O)Cn2c(=O)c3cccn3c3cccnc32)c(OC)c1OC
→ -4	x	4	5	-2	i	-3	-2	23	-3
15. CCOC(=O)C1=C(O)CSC1=Nc1cccc(Cl)c1
→ 4	-2	7	-5	3	i	-4	1	15	3
16. CO/C([O-])=N/c1c[n+](-c2ccc(Cl)cc2)no1
→ 1	2	-2	-4	-1	i	4	-3	5	-2
17. CCOc1cc(C(=O)NCc2ccco2)cc(OCC)c1OCC
→ 3	7	24	3	-3	i	-3	-2	x	x
18. COc1ccc(Oc2ccccc2/C=C/C(=O)O)cc1
→ 0	1	-9	1	1	i	-2	-4	26	2
19. CCOC(=O)c1sc(NS(=O)(=O)c2ccc(C)cc2)nc1C
→ -6	-10	2	-9	0	i	7	4	26	1
20. COc1cccc(CN2CCN(S(=O)(=O)c3ccc(Cl)s3)CC2)c1
→ -10	7	-8	0	13	i	0	8	-12	2
21. COc1c(C)cccc1C(=O)NC(=S)Nc1ccccc1N1CCCC1
→ 6	-5	46	18	-2	i	8	-1	8	-14
22. CCCCC(CC)CNC(=O)c1ncn[nH]1 (centres undefined)
→ -1	-9	-1	-6	4	i	4	x	17	-3
23. Cc1nc2ccc(Nc3ccncc3)cc2s1
→ -3	-4	20	10	2	i	7	3	7	-1
24. Fc1ccccc1CNCc1ccc2c(c1)OCO2
→ -1	x	5	2	-4	i	4	0	7	1
25. O=c1ccc2c(o1)/C(=C/C=C(Cl)Cl)CCC2
→ 5	-1	-9	4	-1	i	-7	0	16	-1
26. O=C(O)CN1C(=O)/C(=C\c2cc(Br)ccc2OCc2ccccc2Cl)SC1=S
→ 2	1	14	-7	-1	i	5	-2	1	-1
27. Cc1ccc(NC(=O)COC(=O)/C=C/c2ccccc2)cc1S(=O)(=O)N1CCOCC1
→ -5	-2	-11	-4	3	i	4	-1	-3	1
28. CCOc1cc(C(=O)OCc2ccc([N+](=O)[O-])cc2)ccc1OCC(=O)N1CCOCC1
→ -2	5	18	9	x	i	-4	0	2	-1
29. CN(C)c1ccc(C(C(=O)NC(C)(C)C)N(C(=O)c2csnn2)C2CC2)cc1 (centres undefined)
→ -2	3	-1	10	-3	i	7	3	29	-22
30. CCC(CC)N1CCN(C(=O)c2cc(OC)c(OC)c(OC)c2)CC1
→ 0	-3	7	-7	1	i	-1	-1	0	1
31. Cc1ccc(SCC(=O)OCC(=O)NC2(C#N)CCCCC2)cc1
→ 0	x	6	-1	-3	i	2	x	12	-2
32. O=C(Oc1oc(-c2ccco2)nc1C=Nc1ccccc1)c1ccco1
→ 7	-2	-2	6	-2	i	90*	-1	5	2
33. COc1ccc(C2/C(=C(/O)c3ccccc3)C(=O)C(=O)N2c2ncccn2)cc1OC (centres undefined)
→ 5	0	24	17	4	i	2	1	15	-5
34. O=C(NCc1ccccn1)C(C(=O)c1cccc([N+](=O)[O-])c1)n1cc(Cl)ccc1=O (centres undefined)
→ -6	-4	-5	-4	-1	i	-3	-3	1	-1
35. COc1ccccc1C(=O)N1CCN(c2cccc(C(F)(F)F)c2)CC1
→ x	-5	-1	-1	-3	i	u	-2	15	-1
36. COc1cccc(C(=O)NC2=NCCS2)c1
→ 1	3	35	7	12	i	6	-2	5	-3
37. CC(/C=N/NC(=O)c1cc(C2CC2)[nH]n1)=C\c1ccccc1
→ -12	-7	28	-4	3	i	0	-3	15	1
38. Cc1nc2nc(SCC(=O)NCCCN3CCCC3)nn2c(C)c1Cc1ccccc1Cl
→ 1	1	40	9	0	i	3	3	x	x
39. COc1ccccc1NS(=O)(=O)c1cccc(C(=O)NN)c1
→ 3	1	6	-6	-2	i	6	-4	x	x
40. COc1ccc2ccccc2c1CN1CCN(C(=O)c2ccco2)CC1
→ -8	2	-8	3	0	i	4	2	20	0
41. C=CCOc1ccc(/C=C/C(=O)OCC(=O)NCc2ccco2)cc1
→ 0	0	-7	6	x	i	-2	2	4	3
42. CCN(c1ccccc1)S(=O)(=O)c1ccc(Cl)c(NC(=O)COC(=O)c2cc(O)c3ccccc3c2O)c1
→ 9	x	39	37	6	i	x	-1	60	1
43. Cc1ccsc1C(=O)NCCC(c1ccccc1)c1ccccc1
→ 2	2	24	12	9	i	-2	-1	102	3
44. O=C(Nc1ccc2oc(-c3ccccc3)nc2c1)c1cccs1
→ 4	13	93*	44	-1	i	6	-1	0	-4
45. O=C1/C(=C/c2cccs2)N=C(c2cccs2)N1Nc1ccccc1
→ -2	-4	x	x	1	i	-3	1	17	-1
46. CN1CCCN(C(=O)c2ccc(Cl)c(S(=O)(=O)N(C)c3ccccc3)c2)CC1
→ -6	-1	2	-2	-1	i	-5	-1	9	-2
47. CC(=O)Nc1ccc2nc(-c3ccco3)[nH]c2c1
→ -1	x	7	-3	-1	i	-34	-11	8	2
48. O=C(N/N=C/c1ccc2nccnc2c1)c1cccc([N+](=O)[O-])c1
→ 0	x	-6	-11	-2	i	5	-1	-12	1
49. CCOC(=O)c1cccc(NC(=O)CSc2nnc(C)n2Cc2ccccc2)c1
→ -6	27	-7	-2	-1	i	2	1	48	3
50. O=Nc1c(O)n(Cc2cccc(C(F)(F)F)c2)c2ccccc12
→ -2	-1	-5	-6	0	i	8	1	21	-21
51. O=C(Cc1cccs1)N/N=C/C=C\c1ccccc1[N+](=O)[O-]
→ 3	-3	-1	4	-2	i	9	2	16	-3
52. O=C(COC(=O)CCOc1ccccc1)NCc1ccco1
→ 1	2	3	-10	-1	i	4	x	16	1
53. c1ccc2nc3c(nc2c1)c1ccccc1n3CCN1CCOCC1
→ 14	0	48	35	1	i	0	1	21	3
54. COc1c(Cl)cc(-c2noc(C)c2C(=O)NCc2ccc3c(c2)OCO3)cc1Cl
→ 9	-14	-32	-15	1	i	0	-1	12	1
55. CCN(CC)c1ccc(C2C(C(=O)OC(C)C)C(=O)CC(C)(O)C2C(=O)OC(C)C)cc1 (centres undefined)
→ 1	7	-17	-8	32*	i	-2	x	23	1
56. COc1cccc(-n2nnc3c(=O)n(CC(=O)N4CCCCC4)cnc32)c1
→ -2	3	-6	-5	1	i	-10	0	16	1
57. CC(=O)Nc1ccc(NC(=O)COc2ccc(Br)cc2C)cc1
→ -4	-1	17	4	-1	i	0	0	-8	1
58. CCCCCCCC(=O)N1c2ccccc2NC(=O)C1CC(=O)Nc1ccc(C(=O)O)cc1 (centres undefined)
→ -6	-2	-3	0	5	i	-6	-2	8	4
